Source: PubChem BioAssay (NMMLSC)
Bcl-B Bim block: human Bim-Bcl-B interaction inhibition. inhibition, % at 10 µM. AID 951. 190,000 tested, 0.073% active. Q9HD36. bead-based flow cytometry, Bim peptide-Bcl-B binding;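 also: 0% = tracer peptide without compound and 100% = reference inhibitor peptide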
Target sequence (Q9HD36 whole entry, looked up): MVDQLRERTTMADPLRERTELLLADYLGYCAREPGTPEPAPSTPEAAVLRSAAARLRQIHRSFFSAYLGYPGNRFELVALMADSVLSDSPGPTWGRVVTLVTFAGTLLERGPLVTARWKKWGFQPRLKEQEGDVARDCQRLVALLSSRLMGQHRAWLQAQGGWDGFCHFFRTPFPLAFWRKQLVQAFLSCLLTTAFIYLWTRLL
ABCB1 block: human ABCB1 inhibition, ABCG2 as counter-screen | P08183 | CCRF-Adr cells, JC-1 efflux, flow cytometry | inhibition, % at 6.6 µM | 190,000 tested, 0.067% active; in the data active = inhibition above about 40%;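 also: 0% = vehicle and 100% = reference inhibitor; higher value means more JC-1 retained so stronger ABCB1 efflux block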
Bcl-W Bim block: inhibitors of Bim-Bcl-W interaction, human; inhibition, % at 10 µM; 190,000 tested, 0.02% active; bead-based flow cytometry, Bim peptide-Bcl-W binding;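 also: 0% = bound tracer without compound and 100% = peptide blocker; higher means less fluorescent Bim peptide bound to Bcl-W beads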
Target sequence (Q92843 whole entry, looked up): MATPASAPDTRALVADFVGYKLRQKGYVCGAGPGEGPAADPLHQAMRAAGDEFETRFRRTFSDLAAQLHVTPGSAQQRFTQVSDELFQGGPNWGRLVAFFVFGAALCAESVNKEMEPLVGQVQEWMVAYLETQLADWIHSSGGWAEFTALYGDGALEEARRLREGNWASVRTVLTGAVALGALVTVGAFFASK
RGS4-Gao reg: modulates binding of RGS4 to human Galphao; Multiplexed bead flow cytometry; actives lie on both sides; P09471; binding response (% of control), % at 10 µM; 220,000 tested, 0.33% active; AID 1415; in the data active = binding response below about 49% or above about 150%; inactive = in between;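 also: fluorescent Galphao activated with aluminum fluoride binding bead-coupled RGS4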
ABCG2 inh: human ABCG2 inhibition, ABCB1 as counter-screen | AID 1325 | inhibition, % at 6.6 µM | IgMXP3 cells, JC-1 efflux, flow cytometry | Q9UNQ0 | 190,000 tested, 0.1% active;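 active = inhibition above 80%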;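 also: 0% = DMSO and 100% = nicardipine control wells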
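Read-out basis: Efflux inhibition in percent versus controls | Test system: ABCG2 IgMXP3 and barcoded ABCB1 CCRF-Adr cell mix | Quantity: 3 million cells/mL in well | Schedule: 10 min at 25 °C | Control set: Nicardipine as high control, DMSO as low control | Reagent: JC-1 as fluorescent efflux pump substrate | Signal: Flow cytometry of retained JC-1 fluorescence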
GSH bead fluor: compound fluoresces at 488/530 nm on GSH beads | 190,000 tested, 0.25% active | GSH beads flow cytometry, compound fluorescence 488/530 nm; hits give high values | fluorescence (KMESF) at 10 µM; in the data active = fluorescence above about 89;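 also: glutathione beads carrying GST-tagged Bcl family fusion proteins plus one bare bead set; values are compound well signal with DMSO vehicle wells as background; inactives centre near 16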
Bim-Bcl-XL: human Bim-Bcl-XL interaction inhibition. Q07817. Bim peptide-Bcl-XL binding, bead flow cytometry, fluorescence. inhibition, % at 10 µM. 190,000 tested, 0.04% active. AID 1007
Target sequence (Q07817 whole entry, looked up): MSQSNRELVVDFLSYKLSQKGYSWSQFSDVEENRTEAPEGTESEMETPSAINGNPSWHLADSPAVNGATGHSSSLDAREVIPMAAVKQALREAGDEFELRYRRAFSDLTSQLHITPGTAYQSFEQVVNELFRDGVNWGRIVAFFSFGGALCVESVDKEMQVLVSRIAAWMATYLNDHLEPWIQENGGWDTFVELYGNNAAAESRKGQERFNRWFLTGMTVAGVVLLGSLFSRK
Avidin bead fluor: avidin bead compound fluorescence profile. Avidin beads, compound fluorescence 488/530 nm, flow cytometry; hits give high values. fluorescence (KMESF) at 10 µM. 220,000 tested, 0.38% active. AID 1775; in the data active = fluorescence above about 47; also: inactives centre near 10
RGS7-Gao reg: regulators of human RGS7-Galphao interaction; P09471; Multiplexed bead flow cytometry, RGS7-Galphao binding; actives lie on both sides; binding response (% of control), % at 10 µM; 220,000 tested, 0.35% active; in the data active = binding response below about 49% or above about 150%; inconclusive = no clear call, values can overlap the other calls; inactive = in between;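 also: fluorescent Galphao held in activated GDP-AlF4 state binding bead-coupled RGS7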
Bim-Bcl-2: inhibitors of Bim-Bcl-2 interaction, human | P10415 | Bead-based flow cytometry, Bim peptide-Bcl-2 binding | inhibition, % at 10 µM | 190,000 tested, 0.06% active; in the data active = inhibition above about 40%; inconclusive = no clear call, values can overlap the other calls;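 also: 0% = no compound wells with probe peptide and 100% = reference peptide inhibitor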
Target sequence (P10415 whole entry, looked up): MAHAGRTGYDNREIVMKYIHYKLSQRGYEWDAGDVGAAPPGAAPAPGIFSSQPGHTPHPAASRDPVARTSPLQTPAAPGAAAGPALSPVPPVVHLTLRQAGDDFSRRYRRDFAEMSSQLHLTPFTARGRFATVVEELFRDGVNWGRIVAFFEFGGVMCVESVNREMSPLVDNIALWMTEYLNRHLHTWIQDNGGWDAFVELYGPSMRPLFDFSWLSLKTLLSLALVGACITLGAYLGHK
Bim-Bfl-1: human Bim-Bfl-1 interaction inhibition. AID 1008. 190,000 tested, 0.12% active. inhibition, % at 10 µM. Bead-based flow cytometry, Bim-Bfl-1 binding inhibition. Q16548;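 also: 0% = wells without compound plus tracer and 100% = blocker peptide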
An asterisk follows results filed as active; ? = inconclusive; . = not tested or not shown. Rule as the data show it, unless noted: active = inhibition above about 40%.

Results follow in this order: Bcl-B Bim block	ABCB1 block	Bcl-W Bim block	RGS4-Gao reg	ABCG2 inh	GSH bead fluor	Bim-Bcl-XL	Avidin bead fluor	RGS7-Gao reg	Bim-Bcl-2	Bim-Bfl-1
1) Cc1ccc(CNC(=O)C(=O)NCC2OCCN2C(=O)c2ccc(Cl)cc2)cc1 (stereo unspecified)
  -4	0.4	-3	104	2	17	0	6	106	2	-1
2) COC(=O)/C(=N/Nc1ccccc1C)N1CCCc2ccccc21
  -9	0.4	-7	95	8	12	-11	8	98	-1	-1
3) Cc1ccc(SC(C)C(=O)Nc2c(C)n(C)n(-c3ccccc3)c2=O)cc1 (stereo unspecified)
  -4	0.0	2	104	0	5	-4	7	103	-3	-8
4) Clc1ccc(Oc2cnns2)c(Cl)c1
  0	0.2	0	96	1	13	-3	.	105	0	-1
5) Cc1ccc(OCc2nnc(SCC(=O)C(C)(C)C)n2Cc2ccco2)cc1
  -10	1.8	-1	95	5	25	-6	7	95	-7	-10
6) COc1cc(C(=O)Nc2nc(N)n(-c3ccccc3)n2)cc(OC)c1OC
  -5	0.8	0	99	2	69	-2	6	105	-1	-6
7) CCCc1nc(SCC(=O)NCc2ccco2)c2c(=O)n(C)c(=O)n(C)c2n1
  -4	-0.4	3	100	3	16	-1	8	100	-6	-5
8) CN=C(c1ccc([N+](=O)[O-])cc1)N1CCCCC1
  -1	0.2	-2	101	1	22	-1	9	96	0	-10
9) Cc1ccc(OCC(=O)N/N=C\c2cccs2)c([N+](=O)[O-])c1
  -5	1.9	-1	100	28	8	-4	4	100	-2	-2
10) CCOC(=O)CN1CC23C=CC(O2)C(C(=O)NC2CCCCC2)C3C1=O (stereo unspecified)
  -3	0.8	-2	96	2	8	-5	13	97	0	-3
11) Nc1ccc(N2CCOCC2)cc1C(F)(F)F
  -2	0.2	0	103	0	15	0	11	101	-4	-7
12) O=C(NCCCN1CCCCC1)C1(S(=O)(=O)c2ccc(Cl)cc2)CC1
  -7	0.2	-1	100	0	19	-4	6	97	-5	-11
13) NC(=O)C1=C[C@H](c2coc3ccccc3c2=O)C[C@H](OCCCCO)O1
  0	0.5	0	95	2	18	0	6	96	-8	-4
14) O=C(COC(=O)c1ccncc1)c1ccc(Cl)c(Cl)c1
  -3	0.1	-1	100	0	10	-5	9	98	-2	-6
15) CC(NS(=O)(=O)c1ccc(F)cc1)C(c1cccs1)N1CCOCC1 (stereo unspecified)
  3	1.7	2	98	24	17	-1	5	98	0	0
16) O=C(COC(=O)c1cc(-c2ccco2)nc2ccccc12)NCc1ccccc1
  -1	1.0	2	114	5	10	3	20	105	4	10
17) CCOc1cccc(C(=O)NC(=S)Nc2cccc(NC(=O)c3ccccc3Cl)c2)c1
  -11	-0.8	-2	98	-6	12	-4	10	98	-7	-13
18) COc1cc(/C=N/OCC(=O)Nc2ccc(OC(F)F)cc2)ccc1OCc1ccccc1
  -4	0.6	0	102	10	9	-4	10	104	0	-8
19) O=C(NCCc1ccccc1)C(=O)NCc1ccncc1
  -6	0.3	-5	97	3	10	-6	5	96	-6	-3
20) COc1ccc(Br)cc1S(=O)(=O)Nc1cccc(C)n1
  -4	0.1	-3	97	0	60	-6	10	96	-6	-14

A section from the list above, for reference:
Results follow in this order: Bcl-B Bim block	ABCB1 block	Bcl-W Bim block	RGS4-Gao reg	ABCG2 inh	GSH bead fluor	Bim-Bcl-XL	Avidin bead fluor	RGS7-Gao reg	Bim-Bcl-2	Bim-Bfl-1
18) COc1cc(/C=N/OCC(=O)Nc2ccc(OC(F)F)cc2)ccc1OCc1ccccc1
  -4	0.6	0	102	10	9	-4	10	104	0	-8
19) O=C(NCCc1ccccc1)C(=O)NCc1ccncc1
  -6	0.3	-5	97	3	10	-6	5	96	-6	-3
20) COc1ccc(Br)cc1S(=O)(=O)Nc1cccc(C)n1
  -4	0.1	-3	97	0	60	-6	10	96	-6	-14

Next section
Results follow in this order: Bcl-B Bim block	ABCB1 block	Bcl-W Bim block	RGS4-Gao reg	ABCG2 inh	GSH bead fluor	Bim-Bcl-XL	Avidin bead fluor	RGS7-Gao reg	Bim-Bcl-2	Bim-Bfl-1
21) O=C(Cn1cnc([N+](=O)[O-])n1)N/N=C/c1ccc(O)cc1O
  -5	0.1	-9	85	1	13	-5	4	80	-1	-4
22) O=C(C1CCCN1C(=O)c1cccs1)N1CCN(Cc2ccc3c(c2)OCO3)CC1 (stereo unspecified)
  -4	-0.2	-2	102	0	10	-4	21	103	-1	-4
23) O=C(Cn1c(-c2cscn2)nc2ccccc21)Nc1ccc2ccccc2c1
  -9	0.0	3	103	0	10	3	23	102	-4	-9
24) CC1CCCN(S(=O)(=O)c2ccc(C(=O)Nc3nnc(-c4ccncc4)o3)cc2)C1 (stereo unspecified)
  -7	-0.5	0	100	2	19	-4	5	102	-4	-3
25) CCOc1ccccc1NC(=O)C1CC(=O)n2ncnc2N1 (stereo unspecified)
  -3	0.8	-1	107	1	67	0	8	105	-2	-4
26) Cn1c(CCN2CCCCC2)nc2cc(NC(=O)C3CCCCC3)ccc21
  -5	0.2	0	98	1	12	0	23	100	0	-3
27) CN(C)/C=C1\C(=O)N(c2ccc(Oc3ccccc3)cc2)CS1=O (stereo unspecified)
  -6	-0.1	-6	104	0	18	0	15	103	-4	-4
28) CC(=O)Nc1ccc(N=NN2CCOCC2)cc1
  1	-1.1	2	105	23	14	0	8	108	0	0
29) O=C(O)C1CCN(Cc2cccnc2)CC1
  0	-0.1	-1	105	0	13	-2	12	?	-3	-3
30) CCN1CCN(C(=S)Nc2ccc(Cl)cc2)CC1
  -11	0.3	0	94	2	13	-4	8	93	-3	-13
31) Cc1cccc(C)c1NC(=O)COC(=O)c1nonc1N
  0	-0.3	0	104	-6	30	0	6	107	0	1
32) CC(C)CC(NC(=O)c1ccco1)C(=O)Nc1ccc2c(c1)OCCO2 (stereo unspecified)
  -2	0.0	2	91	0	22	-2	6	89	0	-3
33) CCn1ncc(Br)c1C(=O)Nc1cccc(F)c1
  -5	0.6	0	94	4	15	-4	20	94	-3	-6
34) COc1ccccc1-n1nnnc1S(=O)(=O)Cc1ccc(Cl)cc1
  -7	0.3	0	100	3	5	-4	8	100	-6	-12
35) CC1CCCC(C(=O)O)N1C(=O)CCSSCCC(=O)N1C(C)CCCC1C(=O)O (stereo unspecified)
  0	0.2	3	110	1	10	2	17	104	2	2
36) Nc1nc2ccccc2n1/N=C/c1ccc([N+](=O)[O-])s1
  -6	0.3	-1	99	30	9	-3	13	101	-10	-13
37) Cc1ccc(S(=O)(=O)N2CCCC2C(=O)OCc2nc3sc(C)c(C)c3c(=O)[nH]2)cc1 (stereo unspecified)
  -2	0.5	-3	98	4	9	-8	6	97	-4	-1
38) Oc1ccccc1C1OCC2(CO1)COC(c1ccccc1O)OC2 (stereo unspecified)
  -7	0.0	-4	105	0	10	-5	10	103	-6	-5
39) Cc1ccc2oc(-c3ccco3)cc(=O)c2c1
  -2	0.3	2	100	5	25	0	12	96	-1	0
40) O=C(CN1CCCCC1)Nc1ccc(N2CCCCCC2)cc1
  7	0.7	5	105	1	8	0	10	104	0	0
41) COc1ccc(Cl)cc1N(CC(=O)NC1CC1)S(=O)(=O)c1ccc(C)c([N+](=O)[O-])c1
  -5	0.3	-5	100	3	14	0	15	97	-6	-9
42) CCCNC(=O)NC(=O)COc1ccc2oc3ccccc3c2c1
  -10	0.2	-4	115	2	29	-5	5	108	-7	-14
43) Cc1cccc(S(=O)(=O)c2c(N)n(-c3ccccc3)c3nc4ccccc4nc23)c1
  -13	0.4	-2	101	1	13	-3	13	98	0	-12
44) Cc1ccc(Cl)cc1N1CCN(CC(=O)NC2CCCc3ccccc32)CC1 (stereo unspecified)
  -4	0.3	-5	101	1	12	-5	3	100	-4	0
45) O=C1NCCCC1C(=O)N1CCN(C(=O)c2ccco2)CC1 (stereo unspecified)
  -2	0.7	-2	102	1	17	-3	21	105	11	1
46) Cc1ccc(C(=O)COC(=O)C2CC(=O)N(c3nc(-c4ccccc4)cs3)C2)cc1 (stereo unspecified)
  -11	0.6	-5	99	4	12	-8	7	98	-7	-14
47) Cc1ccccc1NCC(=O)N/N=C/c1c(C)c(C(=O)c2ccc(Cl)cc2)n2ccccc12
  -4	-0.7	-3	97	-6	10	-7	4	97	1	1
48) CCOCCCNC(=S)NNC(=O)CCn1nc(C)c(Br)c1C
  -17	-0.2	-3	106	0	29	-6	6	104	-15	-11
49) COc1ccc(C(=O)N2CCN(C(=O)CC(C)C)CC2)cc1OC
  -4	0.1	0	104	1	19	0	14	104	0	0
50) COc1cc(/C=C2/CCc3ccccc3C2=O)cc(OC)c1OC
  -15	6.7	-5	97	87*	12	-13	22	101	-5	-7
51) CCOC(=O)c1sc2nc(NC(=O)COc3ccccc3)sc2c1C
  0	-1.0	-1	87	-2	26	-1	3	84	-1	-3
52) Cc1c(-c2ccc(Br)cc2)nc2ccccn12
  -8	-1.4	-4	101	36	15	-4	24	99	-3	-6
53) COc1cc(-c2noc(-c3ccco3)n2)cc(OC)c1OC
  -4	1.7	-1	93	74	21	-3	28	96	-8	-20
54) CN(C)/C=C/c1onc(-c2c(Cl)cccc2Cl)c1C#N
  -6	0.3	0	103	-1	11	-1	23	102	-2	-3
55) O=C(COc1ccc2ccccc2c1Br)N1CCOCC1
  -5	-0.2	-1	103	4	19	-5	37	99	-13	-16
